# HttQ103 aggreg: qHTS Multiplex Assay to Identify Dual Action Probes in a Cell Model of Huntington: Aggregate Formation (GFP); actives 1.1% (n = 220,000); PC12 HttQ103-GFP aggregates, Acumen cytometry, 40 h; Potency, µM (top dose mostly 46.1 µM), for the others: at the top dose activity change, negative = inhibition, hits mostly inhibitors; further: potency means the concentration at half of the fitted maximal effect; on the % scale 0 is the no-effect control and ±100 the full control effect; nearly all actives have a fitted effect of over 60% in size
#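 Ecdysone-promoter PC12 model expressing HTT exon 1 Q103 fused to GFP, induced by tebufenozide at 100 nM final. Compounds titrated; aggregates sized 1–25 µm scored on a 488 nm laser cytometer.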
# LMNA splice mod: qHTS Assay for Modulators of Lamin A Splicing. HeLa LMNA splicing GFP/RFP minigene ratio, 48 h. Potency, µM (series often up to 46.1 µM), without a hit: at the top dose ratio change, negative = inhibition, usual class: inhibitors. actives 0.01% (n = 200,000); active means well fitted inhibition curve with a large enough effect in the signal ratio, with a control signal flat, not every such curve was filed as active; inconclusive means small, poorly fitted or top-dose-only effect, or effect the other way, or a change in a side signal; the % refers to the signal ratio; further: potency means the concentration at half of the fitted maximal effect; on the % scale 0 is the no-effect control and ±100 the full control effect
#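 Read-out is the ratio of GFP to DsRed2 object intensity, acquired by 488 nm laser-scanning cytometry on HeLa lamin A-EGFP minigene reporter cells. Compound incubation 48 hrs at 37 °C in Opti-MEM with 2% FBS; DMSO 0.5% final.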
# CBFb RUNX1 block: qHTS Assay for Compounds Blocking the Interaction Between CBF-beta and RUNX1 for the Treatment of Acute Myeloid Leukemia. Runt-related transcription factor 1 (Homo sapiens) + Core-binding factor subunit beta …. AlphaScreen CBFb-His/RUNX1-biotin binding, biochemical. Potency, µM (doses to about 59.8 µM), inactives show top-dose activity, negative = inhibition, usual class: inhibitors. 230,000 tested, under 10 active. AID 1477, 2009; further: % of control where 0% means no effect
# Target sequence (Q01196 whole entry, looked up): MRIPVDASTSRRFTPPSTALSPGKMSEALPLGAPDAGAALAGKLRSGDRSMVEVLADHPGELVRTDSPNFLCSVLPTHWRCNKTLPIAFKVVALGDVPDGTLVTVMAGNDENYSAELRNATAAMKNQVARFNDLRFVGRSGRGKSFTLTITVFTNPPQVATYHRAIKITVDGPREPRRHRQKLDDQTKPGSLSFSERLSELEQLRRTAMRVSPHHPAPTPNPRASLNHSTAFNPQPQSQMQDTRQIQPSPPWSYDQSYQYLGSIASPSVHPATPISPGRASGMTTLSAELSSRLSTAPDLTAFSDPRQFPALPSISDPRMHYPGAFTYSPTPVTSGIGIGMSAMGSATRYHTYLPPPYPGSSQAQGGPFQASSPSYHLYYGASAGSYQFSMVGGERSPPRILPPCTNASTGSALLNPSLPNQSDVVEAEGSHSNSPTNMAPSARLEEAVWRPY
# Target sequence (Q13951 whole entry, looked up): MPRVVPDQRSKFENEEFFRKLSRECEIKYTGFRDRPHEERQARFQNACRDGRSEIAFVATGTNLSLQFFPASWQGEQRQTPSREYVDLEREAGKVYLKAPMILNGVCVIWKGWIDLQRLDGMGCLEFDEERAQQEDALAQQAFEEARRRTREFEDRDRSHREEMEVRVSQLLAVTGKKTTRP
#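 Room-temperature protein-protein interaction test with 30 nM each of His-tagged CBF-beta and biotinylated RUNX1, 15 min with compound, then 90 min with nickel plus streptavidin beads. Signal read in AlphaScreen mode.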
# GAA inhib: qHTS Assay for Inhibitors of Human alpha-Glucosidase as a Potential Chaperone Treatment of Pompe Disease. Lysosomal alpha-glucosidase (Homo sapiens), P10253. purified human GAA, 4-MU-alpha-glucoside fluorescence. Potency, µM (highest dose often 76.9 µM), inactives show top-dose activity change, negative = inhibition, usual class: inhibitors. actives 0.005% (n = 200,000);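 further: potency means the concentration at half of the fitted maximal effect; plate controls were uninhibited enzyme wells for no effect and no-enzyme background for full effect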
#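 Enzyme (4 nM final) mixed with compound (up to 77 uM), then 4-MU-alpha-D-pyranoside (400 uM final) added; 20 min at room temperature, pH 5.0. Reaction stopped at pH 10, fluorescence read, AC50 derived by Hill fit.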
# aGlu spleen mod: qHTS Assay for Inhibitors and Activators of Human alpha-Glucosidase From Spleen Homogenate | Lysosomal alpha-glucosidase (Homo sapiens), P10253 | human spleen homogenate, 4-MU-alpha-glucoside fluorescence | Potency, µM (top dose mostly 79.9 µM), for the others: top-dose activity change, negative = inhibition, hits mostly inhibitors | actives 0.006% (n = 240,000) | AID 2112, 2009;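 further: potency means the concentration at half of the fitted maximal effect; 0% = enzyme with vehicle and -100% = no enzyme basal signal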
#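 Human spleen homogenate (1 ug) incubated with compounds and 1 mM 4-methylumbelliferyl-alpha-D-glucopyranoside in pH 5.0 citrate/phosphate buffer, 37 C, 40 min. Stopped at pH 10; 4-MU fluorescence (Ex 365/Em 440 nm); AC50 by Hill fit.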
# GAA glycogen mod: qHTS Assay for Inhibitors and Activators of Human alpha-Glucosidase Cleavage of Glycogen; Potency, µM (doses to about 76.4 µM), inactives show top-dose activity change, negative = inhibition, hits mostly inhibitors; Lysosomal alpha-glucosidase (Homo sapiens), P10253; recombinant GAA, glycogen substrate, Amplex Red glucose oxidase fluorescence; actives 0.38% (n = 300,000);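 further: potency means the concentration at half of the fitted maximal effect; 0% = full enzyme reaction and -100% = no-enzyme basal signal; the screen sought inhibitors and activators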
#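 Natural-substrate format: glycogen cleavage by 4 nM human enzyme, glucose read by Amplex Red coupling (Ex 573, Em 610 nm). Normalized to enzyme and no-enzyme controls.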
# HTT ATP protect: qHTS Multiplex Assay to Identify Dual Action Probes in a Cell Model of Huntington: Cytoprotection (ATP) | Potency, µM (top dose mostly 56.4 µM), for inactives: cytoprotection (ATP increase), hits mostly activators | PC12 HTT-Q103 induced, cytoprotection, ATP luminescence, 40 h | AID 1471, 2008 | actives 0.14% (n = 230,000);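 further: potency means the concentration at half of the fitted maximal effect; % of control where 0% means no effect; nearly all actives have a fitted effect of over 45% in size; toxic huntingtin expression switched on by the ecdysone agonist tebufenozide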
#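 Quantitative HTS on tebufenozide-induced (100 nM) PC12 cells expressing HTTQ103 exon 1–GFP; compounds tested as a concentration series; survival measured via cellular ATP.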
# Active calls of the source: *; ? = inconclusive; . = not tested or not shown; & = joins results of further samples; [ ] = remark or other dose. Unless noted, the call rests on the fitted dose curve; in most records, active means well fitted curve in the direction sought with a large enough effect; inconclusive means small, poorly fitted or top-dose-only effect, or another doubt; inactive means no such curve, though single readings can be large; an effect the other way counts as inactive or inconclusive.
item | mol | HttQ103 aggreg | LMNA splice mod | CBFb RUNX1 block | GAA inhib | aGlu spleen mod | GAA glycogen mod | HTT ATP protect
1 | CC(C)Cc1oc(C(=O)O)cc1CN | 14% | 9% | -2% | -5% | -3% | -2% | -12%
2 | COc1cc2c(cc1OC)CN(C(=O)c1ccc([N+](=O)[O-])o1)CC2 | 14%[9.22 µM] | . | -1% | . | 3% | 6% | 14%[10 µM]
3 | O=C(NCC1CCCO1)c1cc(-c2ccccc2)nc2ccccc12 (stereo not drawn) | 9%[9.22 µM] | . | -3% | -11%[15.4 µM] | -2% | 2% | -34%[10 µM]
4 | COc1cc(NC(=O)c2ccc(N)nc2)cc(C(=O)Nc2cccc(C(F)(F)F)c2)c1 | -14%[9.22 µM] | . | 1% | . | 6% | -14% | -5%[10 µM]
5 | CC1Cc2ccccc2N1S(=O)(=O)c1cccs1 (stereo not drawn) | 4% | 5% | 8% | -6% | -9% | -17% | -11%
6 | CCN(c1ccccc1)c1nc(=O)c2cccnc2s1 | 5%[9.22 µM] | 10%[46 µM] | 2% | 4% | 3% | -7% | 1%[10 µM]
7 | N#CCCn1c(=O)n(CCC#N)c2ccccc21 | . | 5%[46 µM] | 7% | 14% | 4% | 17% | .
8 | CC1(C)N=C(/C=N/O)C=[N+]1[O-] | 13% | -1% | 6% | -9% | -11% | 3% | -10%
9 | O=c1c2ccccc2nc2n1C(CSc1ccc(F)cc1)CN2 (stereo not drawn) | -9% | -2% | -2% | -2% | -7% | -5% | 13%
10 | COc1ccc(/C=C/C(=O)Nc2ccccc2)cc1OC | 10% | . | -3% | -8% | -1% | -4% | .
11 | COc1ccc(OCC(=O)N/N=C(\C)c2ccc(OC)cc2)cc1 | 9% | 6%[46 µM] | 7% | -1% | -1% | -5% | 5%[10 µM]
12 | O=C(CSc1nc2ccccc2s1)N1c2ccccc2Sc2ccccc21 | -10% | 1% | 0% | -6% | -11% | -8% | -20%
13 | COc1ccc(-n2c(C)c(C(=O)O)c3cc(OC)c4ccccc4c32)cc1 | 3%[9.22 µM] | . | -8% | . | -1% | 6% | 10%[10 µM]
14 | Cc1ccc(Cc2cnc(NC(=O)C3=NCCN3)s2)cc1 | 22%[9.22 µM] | . | -11% | ? | 6% | 8% | -50%
15 | Cc1cc(C)c(C)c(N=Nc2nc3ccccc3n2C)c1C | -33% | ? | ? | -4% | -2% | -22% | -4%[1.9 µM]
16 | CC1Cc2ccccc2N1C(=O)CSc1nc2cc3c(cc2cc1C#N)OCO3 (stereo not drawn) | 3% | 12% | 3% | -7% | -4% | -1% | -9%[10 µM]

# Some of the entries above in another layout.
(5) CC1Cc2ccccc2N1S(=O)(=O)c1cccs1 (stereo not drawn)
(6) CCN(c1ccccc1)c1nc(=O)c2cccnc2s1
(7) N#CCCn1c(=O)n(CCC#N)c2ccccc21
(8) CC1(C)N=C(/C=N/O)C=[N+]1[O-]
(9) O=c1c2ccccc2nc2n1C(CSc1ccc(F)cc1)CN2 (stereo not drawn)
(10) COc1ccc(/C=C/C(=O)Nc2ccccc2)cc1OC
(11) COc1ccc(OCC(=O)N/N=C(\C)c2ccc(OC)cc2)cc1
(12) O=C(CSc1nc2ccccc2s1)N1c2ccccc2Sc2ccccc21
(13) COc1ccc(-n2c(C)c(C(=O)O)c3cc(OC)c4ccccc4c32)cc1
(14) Cc1ccc(Cc2cnc(NC(=O)C3=NCCN3)s2)cc1
Assay by compound	5	6	7	8	9	10	11	12	13	14
HttQ103 aggreg	4%	5%[9.22 µM]	.	13%	-9%	10%	9%	-10%	3%[9.22 µM]	22%[9.22 µM]
LMNA splice mod	5%	10%[46 µM]	5%[46 µM]	-1%	-2%	.	6%[46 µM]	1%	.	.
CBFb RUNX1 block	8%	2%	7%	6%	-2%	-3%	7%	0%	-8%	-11%
GAA inhib	-6%	4%	14%	-9%	-2%	-8%	-1%	-6%	.	?
aGlu spleen mod	-9%	3%	4%	-11%	-7%	-1%	-1%	-11%	-1%	6%
GAA glycogen mod	-17%	-7%	17%	3%	-5%	-4%	-5%	-8%	6%	8%
HTT ATP protect	-11%	1%[10 µM]	.	-10%	13%	.	5%[10 µM]	-20%	10%[10 µM]	-50%

# The list goes on:
item | mol | HttQ103 aggreg | LMNA splice mod | CBFb RUNX1 block | GAA inhib | aGlu spleen mod | GAA glycogen mod | HTT ATP protect
17 | CN(C)/C=C1/C=C(C=O)OC1=O | 6%[9.22 µM] | . | 8% | ? | -10% | 8% | 2%[10 µM]
18 | Cc1nc(-c2cccnc2)sc1C(=O)Nc1ccc(C(F)(F)F)cc1 | -31% | -16% | 16% | 2% | 0% | 0% | 6%[10 µM]
19 | N#Cc1ccc(C23CC4(C2)[C@H](CN(Cc2ccc(-c5ccccc5)cc2)[C@@H]4c2ccccc2)C3c2ccccc2)cc1 (stereo partly drawn) | -15%[9.22 µM] | . | 5%&-2% | . | -4%&0% | 1% | -36%[inhibitor]
20 | O=c1nc2sc3ccccc3n2c(=O)n1-c1cccc(Cl)c1 | -26% | ? | -5% | -12% | 2% | 5% | -28%
21 | COc1ccc(/C=N/Nc2nccnc2Cl)c(OC)c1 | . | -11%[46 µM] | 5% | 7% | -5% | ? | .
22 | CCSc1ccccc1C(=O)N1CCN(c2ccc([N+](=O)[O-])cc2)CC1 | 13%[9.22 µM] | ? | 2% | -2% | 5% | -9% | 8%[10 µM]
23 | COc1cccc(NC(=O)NCc2c(-c3ccccc3)noc2C)c1 | -6%[9.22 µM] | . | 2% | -4% | 2% | 5% | 25%[10 µM]
24 | COc1ccc(Cl)c(Cn2c(NCc3ccccn3)nc3c2c(=O)n(C)c(=O)n3C)c1 | ? | -1% | 6% | 0% | -3% | -11% | -3%
25 | O=C(Nc1cccnc1Cl)c1ccc(Cl)c([N+](=O)[O-])c1 | ? | 3% | -9% | -6% | -7% | -2% | .
26 | O=C1CC(=O)N(Cc2ccco2)C(=S)N1 | 23%[9.22 µM] | -3% | . | 2% | -4% | -18% | -4%
27 | CC1CCN(C(=O)c2ccc3c(Cl)c4c(nc3c2)CCCC4)CC1 | ? | . | 4% | 3% | 1% | 3% | -15%
28 | CC(=O)c1c(C)nc2ccc(Br)cc2c1-c1ccccc1 | -29% | 5%[46 µM] | 11% | -14% | 0% | -4% | -47%[inhibitor]
29 | COc1ccc(C(=O)CN(C(=O)c2ccc(Cl)cc2)N2C(=O)c3ccccc3C2=O)cc1 | 1% | -3% | 4% | 2% | 1% | -12% | -4%
30 | CN1CCN(CCCNC(=O)Nc2cccc3ccccc23)CC1 | 8% | -6% | 0% | -9% | -16% | 0% | -16%
31 | N#Cc1ccc(Oc2ccc(-c3nc4ccccc4nc3-c3ccccc3)cc2)cc1C#N | 14% | -10% | -6% | 1% | -1% | 8% | 14%[1.9 µM]
32 | O=C(CSc1oc(-c2ccco2)nc1S(=O)(=O)c1ccc(F)cc1)NCC1CCCO1 (stereo not drawn) | -4% | 0% | -3% | 0% | -3% | -7% | -2%[10 µM]
33 | Cn1c(=O)c([N+](=O)[O-])c(-n2cnc3ccccc32)c2ccccc21 | -14%[9.22 µM] | . | 9% | . | 1% | -4% | -12%[10 µM]
34 | CCOC(=O)c1c(C)[nH]c(C(=O)OC/C(O)=C(\C#N)c2nc3ccccc3[nH]2)c1C | 9% | ? | -7% | ? | -7% | 3% | -57%[inhibitor]
35 | COC(=O)CSc1snnc1-c1ccc(F)cc1 | -10% | 18% | 7% | 4% | 6% | 13% | -8%
36 | CCOc1ccc2nc3c(cc2c1)CN(CCOC)C(=NC)S3 | ? | -2% | -28% | -8% | -2% | -5% | -1%[10 µM]
37 | N#Cc1c(NC(=O)CSCC(=O)O)sc2c1CCCC2 | 1% | 9% | 5% | -9% | -5% | -3% | -3%
38 | COC(=O)c1cn(-c2ccc(F)cc2)c(=O)c2ccccc12 | -11% | -5%[46 µM] | 19% | 0% | 5% | 3% | 15%[10 µM]
39 | CCCn1c(C)cc(C(=O)COc2ccc(S(=O)(=O)N(CC)CC)cc2[N+](=O)[O-])c1C | -5% | ? | -4% | 3% | -9% | -4% | -9%[10 µM]
40 | N=C1C(c2ccccc2)=C(O)CN1CCO | -2%[9.22 µM] | . | 5% | . | 7% | 2% | 3%[10 µM]
41 | Cc1ccc(-n2c(SCC(=O)NCC3CCCO3)nnc2-c2ccoc2C)cc1 (stereo not drawn) | 3% | -1% | 2% | 0%[15.4 µM] | 1% | 11% | -12%
42 | O=C(OC(C(=O)NC1CCCC1)c1ccncc1)C1=Cc2ccccc2OC1 (stereo not drawn) | -5% | 13% | 2% | -3% | -8% | -7% | 8%
43 | O=C(CCN1CCC(c2ccccc2)C1)c1ccccc1 (stereo not drawn) | 6% | ? | 2% | 1% | 3% | ? | -19%
44 | Cc1cccc(NC(=O)C2CC(=O)OC23CCCCC3)c1 (stereo not drawn) | -12% | 0% | 1% | -6% | -2% | 3% | 8%
45 | O=C(NNc1ccc([N+](=O)[O-])cc1[N+](=O)[O-])C1C2CCCCC21 (stereo not drawn) | -17% | ? | -2% | -7% | -2% | -3% | .
46 | CN1N=C2c3ccccc3CCC2C1c1ccc(Cl)cc1 (stereo not drawn) | 7%[9.22 µM] | . | -2% | ? | -3% | 5% | 14%[10 µM]
47 | O=C(NCc1ccc(F)cc1)c1cnc2n(c1=O)CCS2 | 17% | -2% | -4% | -11% | 1% | ? | -9%
48 | O=C(Nc1ccc(Cl)cc1)N1CCCC1 | 3% | 0% | 3% | -2% | -3% | 5% | 2%
49 | COCCn1c(-c2ccc(OC)c(OC)c2)nc2ccccc21 | -7% | -12% | 15% | -1% | -11% | -12% | 3%[10 µM]
50 | CCN(CCNC(=O)C1CCN(S(=O)(=O)CC)CC1)c1ccccc1 | -3% | -10% | 8% | -6% | 0% | -7% | 3%[10 µM]
51 | CC(C)CCNC(=O)C(c1ccco1)N(CC1CCCO1)C(=O)Cn1nnc2ccccc21 (stereo not drawn) | 11% | -14% | 4% | 1% | -4% | 1% | 1%[10 µM]
52 | COc1ccc(NC(=O)Nc2ccccc2C(N)=O)cc1OC | 7% | ? | -3% | 6% | 2% | -6% | 0%[0.074 µM]
